IL1B NFkB pot: enhances IL-1B driven NFkB nuclear translocation; HUVEC IL-1B NFkB p65 nuclear translocation imaging; activation, % at 2 µM; 94,000 tested, 0.3% active;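 active = activation above 40%, about the mean plus 3 SD, also judged a hit on visual image review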;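 also: percent activation is computed from the nuclear over cytoplasmic p65 intensity ratio; values of inactives mirror those of a sister screen read the other way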
PLAP inhibitors HTS: inhibition of human placental alkaline phosphatase – biochemical, luminescence, HTS (AID 690); inhibition, % at 20 µM, or IC50 in µM where a hit was titrated; 96,000 tested, 0.08% active; purified PLAP, luminescent substrate; higher % means a stronger effect; in the data active = a potency from the dose series; inactive = the rest, 99 in 100 with inhibition below about 30%; also: strong numbers were not always called active
Bcl-B TR3 displacers: displacers of TR3 peptide from Bcl-B, primary screen, selectivity assay for Bfl-1 inhibitor project, biochemical, fluorescence polarization | FP displacement of FITC-TR3 peptide from Bcl-B; higher % means a stronger effect | one-dose displacement, % at 20 µM; IC50 in µM for titrated hits | 96,000 tested, 0.11% active | AID 748;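 active = displacement above 50% at 20 µM plus a fluorescence interference ratio under 1.5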;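 also: plate controls were wells without compound for no effect and wells lacking Bcl-B protein for full effect; a part of the inactive calls stands beside numbers as strong as those of hits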
IL1B NFkB inh: blocks IL-1B driven NFkB nuclear translocation in HUVEC cells | HUVEC IL-1B NFkB p65 nuclear translocation imaging | inhibition, % at 2 µM | 94,000 tested, 0.43% active;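 active = inhibition above about 30% together with a positive call from visual inspection of the well image, limit read from the data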;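 also: nuclear over cytoplasmic p65 intensity ratio measured by imaging; 0% = IL-1B stimulated DMSO wells and 100% = unstimulated DMSO wells; values of inactives mirror those of a sister screen read the other way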
MRP reversal: MRP-mediated drug resistance reversal; H69AR cells + 2 uM doxorubicin, CellTiter-Glo, 72 h; differential viability (reversal), % at 10 µM; 85,000 tested, 0.04% active;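 active = viability drop by adding the cancer drug above about 55%, with treated viability meeting a 40% cutoff, limit read from the data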;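 also: viability without doxorubicin minus viability with 2 µM doxorubicin for each compound; larger differential means the compound sensitizes cells more to doxorubicin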
MRP reversal cytotoxicity: further read-out of MRP reversal, marked with its call; viability, %; H69AR cells, CellTiter-Glo, 72 h; measured here: cytotoxicity without doxorubicin
MRP reversal with doxorubicin: also measured in MRP reversal; calls as there; viability, %; measured here: viability with 2 uM doxorubicin; active compounds read low
IL1B NFkB inh cell count 2 µM: also measured in IL1B NFkB inh; calls as there; cell count; measured here: cells passing quality filter;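 raw number of nuclei counted in each imaged well without normalization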
IL1B NFkB pot cell count 2 µM: also measured in IL1B NFkB pot; calls as there; cell count; measured here: cells passing quality filter
An asterisk follows results filed as active; / = no result given. This is a subset; the hit share may differ from the screen's.

canonical_smiles	IL1B NFkB pot	IL1B NFkB pot cell count 2 µM	PLAP inhibitors HTS	Bcl-B TR3 displacers	IL1B NFkB inh	IL1B NFkB inh cell count 2 µM	MRP reversal	MRP reversal cytotoxicity	MRP reversal with doxorubicin
O=C(CN1CCN(c2ccc(F)cc2)CC1)c1ccc2c(c1)OCO2	6	141	13%	-8%	-6	141	/	/	/
CCOC(=O)C1CCCN(C(=O)c2ccc(CS(=O)(=O)c3ccc(C)cc3)o2)C1 (centres undefined)	2	62	-34%	42%	-2	62	8	85	77
COC(=O)Cc1c(C)c2ccc(OC(=O)c3ccccc3)cc2oc1=O	7	146	14%	-2%	-7	146	9	79	71
O=C1c2ccsc2SCCN1Cc1ccccc1Cl	-23	38	22%	0%	23	38	15	92	77
CCN(CC)CC(=O)Nc1c(Br)ccc2c1OCO2	1	134	16%	-13%	-1	134	1	100	99
Cc1cccc(NC(=O)CN2C(=O)NC(Cc3ccccc3)C2=O)c1 (centres undefined)	-4	159	5%	1%	4	159	5	113	108
O=C1C2C(C(=O)N1Cc1cccnc1)C1C=CC2C12CC2 (centres undefined)	13	164	-13%	-4%	-13	164	-5	102	107
CCOC(=O)/C=C/C(=O)N1CCc2ccccc21	2	122	19%	2%	-2	122	/	/	/
O=C(NS(=O)(=O)c1ccccc1)c1ccccc1	24	191	-6%	3%	-24	191	-6	85	91
COc1ccccc1-n1c(=S)sc2c(=O)n(Cc3ccco3)c(SC)nc21	/	/	-8%	5%	/	/	4	93	89
CCOC(=O)CSc1nc2ccc(C)cc2cc1C#N	4	45	14%	2%	-8	176	-4	82	85
COc1ccc(C(O)P(=O)(O)CCc2ccccc2)cc1 (centres undefined)	-1	200	-3%	-7%	1	200	7	102	95
C=CCOC(=O)C1=C(C)NC(SCC(=O)OCC)=C(C#N)C1c1ccc(O)c(OC)c1 (centres undefined)	3	146	-59%	-46%	-3	146	2	82	80
Cc1ccc2c(c1)N(CC(=O)NCc1ccco1)C(=O)CO2	0	93	/	/	0	93	16	95	79
O=C(CNCC1CCCCC1)Nc1ccccc1N1CCCCC1	9	167	-30%	5%	-9	167	-5	68	73
CC(=O)Nc1cc(NC(C)=O)c2nc(N)sc2c1	4	166	4%	-14%	-4	166	/	/	/
Cc1cc(C)c(C(=O)COC(=O)Cn2cnnn2)cc1C	-19	107	-37%	-7%	20	107	5	97	92
COc1ccc(C(=O)COc2cccc(NC(=O)c3ccco3)c2)cc1	23	128	/	/	-22	128	-2	78	79
COc1cccc(Cn2c(Oc3ccccc3)nc3c2c(=O)n(C)c(=O)n3C)c1	/	/	-54%	0%	/	/	/	/	/
CC(C(=O)Nc1ccccc1C(=O)N1CCCC1)n1nnc2ccccc21 (centres undefined)	6	105	-14%	9%	-6	105	-34	61	95
CCOc1ccc(CN2CCCN(C)CC2)cc1	-2	190	-5%	-6%	2	190	4	93	88
COC(=O)CCc1n[nH]c(=O)[nH]c1=O	0	167	7%	2%	0	167	5	102	97
CCc1ccc2nc(NC(=O)c3cc(C)on3)sc2c1	14	181	-13%	-8%	-14	181	-32	17	49
COc1ccc(NC(=O)COC(=O)Cn2c(C)nc3ccccc32)cc1OC	3	149	-13%	40%	-3	149	-10	75	85
COC(=O)c1ccc(S(=O)(=O)N(Cc2cc3cc4c(cc3[nH]c2=O)OCO4)C2CCCCC2)cc1	/	/	14%	0%	/	/	-35	39	73
COCCCN1CC23C=CC(O2)C(C(=O)OC)C3C1=O (centres undefined)	-2	178	/	/	2	178	12	97	85
CCCNC(=O)COC(=O)c1cc(SC)ccc1Cl	-1	179	6%	4%	1	179	/	/	/
Cc1nn(Cc2ccccc2Cl)c(C)c1NC(=O)CCCn1nc(C)c([N+](=O)[O-])c1C	-9	138	-44%	-5%	9	138	/	/	/
COc1cccc(-n2nnc3c(=O)n(Cc4ccc(F)cc4)cnc32)c1	5	90	10%	-16%	-5	90	3	80	77
C=CCNC(=S)N1CCN(c2ncc3c(=O)c(C(=O)O)cn(CC)c3n2)CC1	12	180	-2%	-6%	-12	180	/	/	/
CCN(CC)c1ccc(/C=C2/C(=O)N(c3ccc([N+](=O)[O-])cc3)N=C2N2CCOCC2)cc1	4	152	16%	3%	-4	152	4	89	85
CCCOc1ccc(N2C(=O)CC(N(O)c3ccccc3)C2=O)cc1 (centres undefined)	-4	126	4%	0%	4	126	-2	96	97

Look-ups from the results shown:
`COc1ccc(C(=O)COc2cccc(NC(=O)c3ccco3)c2)cc1` | MRP reversal: -2
`Cc1ccc2c(c1)N(CC(=O)NCc1ccco1)C(=O)CO2` | MRP reversal with doxorubicin: 79

Exported with two lines to a compound: part of the list above
Order of values – IL1B NFkB pot | IL1B NFkB pot cell count 2 µM | PLAP inhibitors HTS | Bcl-B TR3 displacers | IL1B NFkB inh | IL1B NFkB inh cell count 2 µM | MRP reversal | MRP reversal cytotoxicity | MRP reversal with doxorubicin
> COC(=O)c1ccc(S(=O)(=O)N(Cc2cc3cc4c(cc3[nH]c2=O)OCO4)C2CCCCC2)cc1
 : / | / | 14% | 0% | / | / | -35 | 39 | 73
> COCCCN1CC23C=CC(O2)C(C(=O)OC)C3C1=O (centres undefined)
 : -2 | 178 | / | / | 2 | 178 | 12 | 97 | 85
> CCCNC(=O)COC(=O)c1cc(SC)ccc1Cl
 : -1 | 179 | 6% | 4% | 1 | 179 | / | / | /

More structures follow.
canonical_smiles	IL1B NFkB pot	IL1B NFkB pot cell count 2 µM	PLAP inhibitors HTS	Bcl-B TR3 displacers	IL1B NFkB inh	IL1B NFkB inh cell count 2 µM	MRP reversal	MRP reversal cytotoxicity	MRP reversal with doxorubicin
Cc1cccc(-n2ncc3c(N4CC(C)CC(C)C4)ncnc32)c1 (centres undefined)	/	/	-39%	14%	/	/	-6	78	84
CCOC(=O)CNC(=O)c1ccc2c(c1)OCCO2	14	104	0%	3%	-14	104	6	94	88
COC(=O)C1(CCSC)NC(c2ccccc2OC)C2C(=O)N(C)C(=O)C21 (centres undefined)	-2	125	6%	8%	2	125	18	94	77
COc1cccc(C(=O)NNC(=O)C2CC(C)=C(C)CC2C(=O)O)c1 (centres undefined)	5	133	15%	-9%	-5	133	/	/	/
[O-]/C(=C(\C(=S)NCc1ccco1)[n+]1ccccc1)c1ccccc1Br	8	127	11%	-10%	-8	127	2	90	88
N#Cc1cc(-c2cccc(Cl)c2)c[nH]c1=O	-1	137	4%	3%	0	137	/	/	/
CC(/C=C/c1ccc(Cl)o1)=C\C(=O)O	-8	114	1%	1%	8	114	-14	79	93
CCN1c2ccccc2-c2nc3ccccc3n2C1c1cccnc1 (centres undefined)	10	122	6%	2%	-10	122	-23	47	70
CCc1ccc(CCC(=O)Nc2ccc(C)cc2C)o1	1	106	-13%	-10%	-2	106	-6	86	92
CCCCNC(=O)c1ccc(N2CCOCC2)c(NS(=O)(=O)c2ccc(OC)cc2)c1	1	138	-31%	-7%	-1	138	20	103	83
C=CCNC(=O)c1ccncc1	-7	138	15%	2%	7	138	-7	95	102
Cc1nnc(SCc2cnc(-c3ccccc3)o2)[nH]c1=O	20	166	-2%	-3%	-20	166	15	98	84
CC(C)(C)S(=O)(=O)c1nc2ccccc2s1	3	147	-13%	8%	-3	147	-7	79	87
N#CCSC1=Nc2ccccc2C2=NC(CCC(=O)N3CCN(c4ccccc4)CC3)C(=O)N12 (centres undefined)	2	58	-70%	-29%	-2	58	-3	79	82
O=c1[nH]cc(COCc2ccccc2)c(=O)[nH]1	-1	148	12%	-4%	1	148	16	111	94
COCC(=O)N(c1ccc(C(C)C)cc1)C1C=CS(=O)(=O)C1 (centres undefined)	13	131	18%	-3%	-13	131	18	88	70

Looked up by structure from the entries so far:
canonical_smiles	IL1B NFkB pot	IL1B NFkB pot cell count 2 µM	PLAP inhibitors HTS	Bcl-B TR3 displacers	IL1B NFkB inh	IL1B NFkB inh cell count 2 µM	MRP reversal	MRP reversal cytotoxicity	MRP reversal with doxorubicin
N#CCSC1=Nc2ccccc2C2=NC(CCC(=O)N3CCN(c4ccccc4)CC3)C(=O)N12 (centres undefined)	2	58	-70%	-29%	-2	58	-3	79	82
COCC(=O)N(c1ccc(C(C)C)cc1)C1C=CS(=O)(=O)C1 (centres undefined)	13	131	18%	-3%	-13	131	18	88	70
O=c1[nH]cc(COCc2ccccc2)c(=O)[nH]1	-1	148	12%	-4%	1	148	16	111	94

More structures:
canonical_smiles	IL1B NFkB pot	IL1B NFkB pot cell count 2 µM	PLAP inhibitors HTS	Bcl-B TR3 displacers	IL1B NFkB inh	IL1B NFkB inh cell count 2 µM	MRP reversal	MRP reversal cytotoxicity	MRP reversal with doxorubicin
COc1ccccc1N1C(=O)CC(N2CCc3ccccc32)C1=O (centres undefined)	6	100	-34%	4%	-6	100	12	88	76
CCOC(=O)[C@H]1CCC[C@@H](NS(=O)(=O)c2ccc(NC(C)=O)cc2)C1	5	59	4%	5%	-6	59	-1	86	86
Cc1cccc(CS(=O)(=O)Cc2ccc(C(=O)NCCN3CCCCC3C)o2)c1 (centres undefined)	/	/	-50%	7%	/	/	16	112	96
Nc1ccccc1SCC(=O)N1CCc2ccccc21	-9	163	16%	-3%	8	163	3	91	89
Cc1cc(C)c(S(=O)(=O)Nc2ccc(O)cc2)cc1C	16	114	1%	0%	-16	114	8	95	87
Cc1cc(NC(=O)COC(=O)c2ccc(NS(=O)(=O)c3ccc(C)c(C)c3)cc2)no1	-7	160	-2%	6%	7	160	32	106	74
COc1ccc(NC(=O)CN2CCC(C)CC2)cc1	31	109	11%	-1%	-31	109	11	100	89
O=C1c2ccccc2C(=O)N1CCCCN(C(=O)c1cccc([N+](=O)[O-])c1)c1ccc(Cl)cc1	4	107	-9%	-6%	-4	107	/	/	/
Cc1cc(C(=O)CSc2nnc(N)s2)c(C)n1CCc1ccc(Cl)cc1	-4	119	18%	-2%	4	119	13	95	82
N#Cc1ccsc1NC(=O)CN1CCCCCC1	-5	160	-5%	-11%	5	160	/	/	/
O=C(Nc1nc(-c2cc(Cl)sc2Cl)cs1)c1ccccc1	36	166	41%	4%	-36	166	/	/	/
O=C(c1ccc(Cl)cc1)c1cnc(Nc2ccccc2)s1	-1	148	22%	-1%	1	148	/	/	/
CCOc1ccccc1-c1nc(-c2cc3ccc(C)cc3[nH]c2=O)no1	16	173	/	/	-16	173	6	40	34
Cn1c(=O)c2c(nc(CN3CCN(Cc4ccccc4)CC3)n2Cc2ccccc2)n(C)c1=O	/	/	-32%	-11%	/	/	1	60	59
COC(=O)c1ccc(CN(C)S(=O)(=O)c2ccc(C)cc2)o1	/	/	-3%	-2%	/	/	-4	84	89
COc1ccccc1N1CCN(C(CNC(=O)C2CCCCC2)c2cccnc2)CC1 (centres undefined)	/	/	-10%	-3%	/	/	9	96	87
O=C(NNc1cccc(Cl)n1)Nc1ccc(Cl)cc1	10	146	16%	4%	-10	146	/	/	/

Screens: PubChem, several laboratories
